PGC1a acetyl inh: PGC1a acetylation modulation, inhibitor mode; hit rate 0.17% among 350,000; inhibition, % at 15.6 µM; U2OS PGC1a acetylation, AlphaScreen anti-acetyl-lysine; with virally co-expressed GCN5 acetyltransferase;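 active means every replicate shows inhibition of at least 40%; inconclusive means mean inhibition at least 40% but some replicate below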;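 further: 0% = neutral control wells and 100% = positive control wells; some results beyond the cut were filed as inactive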
SIRT5 block: inhibitors of human sirtuin-5 desuccinylase; Purified SirT5, succinyl-peptide AMC, trypsin-coupled fluorescence; inhibition, % at 15 µM; hit rate 1.1% among 330,000; in the data active means inhibition above about 15%; inconclusive means no clear call, values can overlap the other calls
ERAP1 HTS inh: inhibitors of human ERAP1 aminopeptidase | AID 652197 | inhibition, % at 10.7 µM | hit rate 0.15% among 340,000 | Q9NZ08 | recombinant ERAP1, Leu-AMC fluorescence, 60 min;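 active means mean replicate inhibition of at least 30%, or all replicates individually reaching that 30% level; inactive means mean below 30% and not every replicate reaching it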;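 further: 0% = neutral control wells and 100% = L-leucinethiol positive control wells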
Target sequence (Q9NZ08 whole entry, looked up): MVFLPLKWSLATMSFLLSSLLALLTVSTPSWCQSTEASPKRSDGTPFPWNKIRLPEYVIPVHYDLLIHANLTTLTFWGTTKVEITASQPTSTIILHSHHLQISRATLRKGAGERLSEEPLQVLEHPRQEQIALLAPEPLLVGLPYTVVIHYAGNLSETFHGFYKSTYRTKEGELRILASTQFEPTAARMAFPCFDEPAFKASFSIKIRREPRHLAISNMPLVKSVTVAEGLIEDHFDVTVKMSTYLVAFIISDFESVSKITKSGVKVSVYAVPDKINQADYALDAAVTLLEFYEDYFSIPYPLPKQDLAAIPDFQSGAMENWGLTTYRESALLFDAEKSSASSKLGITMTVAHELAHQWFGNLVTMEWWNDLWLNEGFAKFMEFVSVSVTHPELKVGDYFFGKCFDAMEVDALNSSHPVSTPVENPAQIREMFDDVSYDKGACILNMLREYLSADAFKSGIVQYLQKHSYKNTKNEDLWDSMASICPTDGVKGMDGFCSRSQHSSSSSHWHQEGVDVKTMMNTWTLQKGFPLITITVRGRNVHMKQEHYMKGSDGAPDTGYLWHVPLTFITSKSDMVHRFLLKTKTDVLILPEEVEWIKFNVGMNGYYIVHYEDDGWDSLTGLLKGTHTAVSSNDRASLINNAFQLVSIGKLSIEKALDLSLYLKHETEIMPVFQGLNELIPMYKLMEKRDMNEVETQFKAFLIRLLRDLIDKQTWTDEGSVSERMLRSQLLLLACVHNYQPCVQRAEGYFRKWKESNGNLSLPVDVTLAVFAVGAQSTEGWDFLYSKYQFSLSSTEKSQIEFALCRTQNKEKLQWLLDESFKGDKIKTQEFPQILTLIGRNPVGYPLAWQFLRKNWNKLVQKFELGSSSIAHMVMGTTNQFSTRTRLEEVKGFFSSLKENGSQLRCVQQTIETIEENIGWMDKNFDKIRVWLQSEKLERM
Xi reactivation: X-chromosome reactivation activator; hit rate 0.055% among 360,000; activation, % at 7.58 µM; XiGFP mouse fibroblasts, % GFP-positive cells imaging, 3 d; cells co-treated with 5-aza-dC sensitizer; scaled so ellipticine positive control = 100%;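 active means mean normalized replicate activation at least 10% and every replicate at or above 10%; inconclusive means only one of the two criteria met; inactive means mean below 10% and not all replicates reach 10%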;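 further: 0% = median of on-plate neutral control wells and 100% = ellipticine 6 µM median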
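System: 68-5-11 XiGFP fibroblast line | Buffer or medium: DMEM containing 5-aza-dC | Compound: Single point | Times: Compounds 3 days, fix/stain 15 min at room temperature | Benchmarks: Positive control ellipticine, 6 µM final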
Statin myotox sup: protects C2C12 myotubes from simvastatin toxicity; ATP luminescence, 48 h; scaled: DMSO 0, geranylgeraniol control 100; rescue of ATP level, % at 7.49 µM; hit rate 0.78% among 330,000;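 active means mean ATP rescue above about 67%, or every replicate alone reaching that limit, limit read from the data, passing the limit was not always enough; inconclusive means no clear call, values can overlap the other calls; inactive means mean under the limit and some replicate under it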;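 further: myotubes were challenged with 10 µM simvastatin during compound exposure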
Cneo AK release: Cryptococcus neoformans lysis via adenylate kinase release | C. neoformans lysis, adenylate kinase release luminescence, 4 h; normalised: neutral wells 0, clomiphene wells 100 | lysis activity, % at 15 µM | hit rate 0.2% among 360,000;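 active means mean lysis activity across replicates of at least 80%, whatever share of replicates individually reach that level; inactive means mean lysis activity below 80%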
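Material – log-phase Cryptococcus neoformans yeast cells · Input – 5 × 10^6 yeast cells/mL · Medium – fresh YPD growth medium · Doses – single compound concentration per well · Timing – static 4 h at 37 °C with compound, 1 h detection · Detection – adenylate kinase release luminescence · Read-out – signal increase indicating cell lysis · Control set – Clomiphene as positive lysis control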
LGR2 inh: blocks bursicon-induced cAMP signaling via Drosophila LGR2 | HEK293 LGR2, CRE-luciferase, bursicon-stimulated, 4 h | inhibition, % at 9.99 µM | hit rate 0.35% among 380,000 | AID 720647;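 active means drop in luminescence signal, shown as inhibition above about 50% in the replicate tests, limit read from the data, passing the limit was not always enough; inconclusive means probably only some replicates passing the limit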;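 further: agonist challenge used bursicon conditioned medium at about half maximal strength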
S100A4 MyoIIA: S100A4-myosin IIA interaction inhibition; S100A4/TAMRA-MyoIIA peptide fluorescence polarization; AID 652163; inhibition, % at 10.7 µM; hit rate 0.14% among 360,000;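 active means mean inhibition of at least 70% across replicates, with every replicate also reaching that level; inconclusive means mean inhibition reaches 70% but some replicates fall short; inactive means mean inhibition below 70%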
Target sequence (P26447 whole entry, looked up): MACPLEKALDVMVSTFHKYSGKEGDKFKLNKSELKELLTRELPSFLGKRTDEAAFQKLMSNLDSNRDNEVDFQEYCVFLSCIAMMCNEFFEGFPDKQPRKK
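incubation = readout 5 min after mixing, signal stable up to 60 min | system = S100A4 monomer protein | buffer or medium = HEPES pH 7.2 with CaCl2, KCl, NaCl, DTT, Triton | benchmarks = neutral control DMSO, positive control TFP | also added = fluorescent myosin IIA peptide, 5 nM | compound dosing = one concentration per compound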
Active calls of the source: *; ? = inconclusive; nt = no result given. This is a subset; the hit share may differ from the screen's.

SMILES	PGC1a acetyl inh	SIRT5 block	ERAP1 HTS inh	Xi reactivation	Statin myotox sup	Cneo AK release	LGR2 inh	S100A4 MyoIIA
O=c1c2ccccc2oc2ccc(NCCCn3ccnc3)cc12	5	nt	nt	-0.3	-1	-8	3	3
O=C(C[C@H]1CC[C@H]2[C@@H](COC[C@H](O)CN2C(=O)c2cnccn2)O1)NCc1ccc(F)cc1	2	4	0	0.0	0	-1	-14	-1
Cc1noc(C)c1-c1ccc(C(=O)NCc2cccc(Cl)c2)c2occc12	0	nt	0	0.0	-3	4	-23	10
COc1cc(C(=O)NCC(=O)N/N=C/c2cccs2)cc(OC)c1OC	nt	-4	2	0.2	nt	-1	-3	1
CC(C)NC(=O)Nc1cccc2c1O[C@H](CN(C)Cc1ccccc1)[C@@H](C)CN([C@@H](C)CO)C2=O	22	-4	0	-1.2	-33	-2	8	6
O=C(Oc1ccc[nH]c1=O)c1cc([N+](=O)[O-])cc([N+](=O)[O-])c1	53*	-2	3	0.0	0	0	-1	-1
N#C[C@H]1[C@@H](c2ccc(C#Cc3ccccc3F)cc2)[C@@H](CO)N1C(=O)C1CC1	-7	0	1	-0.1	-29	-8	-7	33
CC(=O)Nc1cc(-c2cccc(NS(C)(=O)=O)c2)cn2c(-c3ccccc3)cnc12	-1	-6	-2	0.1	-10	-3	-27	-5
CC(O)C(NC=C1C(=O)OC(C)(C)OC1=O)C(=O)O (centres undefined)	-3	-6	0	0.0	3	nt	-18	-3
COc1cc(NC(=S)Nc2ncccc2C)cc(OC)c1OC	nt	-1	0	0.2	-5	0	-32	2
COc1ccc(CN(C(=O)c2ccc(-c3ccccc3)[nH]2)C(C(=O)NC(C)(C)C)c2ccncc2)cc1 (centres undefined)	-1	0	-2	0.2	22	27	12	1
Cc1nn(C)c(C)c1C(C)NC(=O)c1cc(COc2cncc(Cl)c2)on1 (centres undefined)	4	-1	1	0.0	-8	3	10	-2
CC1=C(C(=O)OCCOc2ccccc2)C(c2ccc(C)o2)C2=C(CC(C)(C)CC2=O)N1 (centres undefined)	39	nt	nt	nt	-5	-1	22	nt
Cc1c(C(=O)Nc2ccc(S(N)(=O)=O)cc2)oc2ccc(Cl)cc12	4	3	-1	0.2	nt	nt	12	-4
CCOC(=O)N1CCN(Cc2nc3c(c(=O)[nH]c(=O)n3C)n2Cc2ccccc2C)CC1	4	-5	-2	nt	4	0	-7	0
COc1ccc(CNC(=O)CCCn2c(=S)[nH]c3cc4c(cc3c2=O)OCO4)cc1	5	-2	-2	0.0	19	5	13	-1
CCOc1ccc(C(=O)N/N=C(/C)C2C(=O)c3ccccc3C2=O)cc1	nt	-7	1	2.2	nt	nt	1	-2
O=C(CCCCCN1C(=O)c2cccc3cccc(c23)C1=O)N1CCOCC1	15	nt	nt	nt	3	1	2	nt
CCc1noc(C)c1C(=O)N(CC(C)C)c1c(N)n(Cc2ccccc2)c(=O)[nH]c1=O	8	0	4	0.1	20	0	4	0
COCC(=O)OCC(=O)N1N=C(c2ccc(Cl)cc2)CC1c1ccco1 (centres undefined)	nt	-1	3	0.0	nt	nt	-8	-2
O=C(O)c1cc(Cl)c(Cl)cc1C(=O)NCc1ccco1	-7	-3	-2	0.1	-2	-2	9	3
CC(=O)c1cccc(NC(=O)C(CC(C)C)NC(=O)C2CCCCC2)c1 (centres undefined)	-4	-1	nt	0.0	-3	-1	-9	-2
CC(C)N1CCN(CCCc2ccccc2)CC1CCO (centres undefined)	-3	7	-1	0.0	1	0	24	-1
COc1ccc(C(O)c2nc(-c3cncnc3)cs2)cc1 (centres undefined)	-2	-2	6	0.2	-4	3	4	6
COCC(=O)Nc1ccc2c(c1)C(=O)N(C)[C@H]1CC[C@H](CC(=O)Nc3ccccc3)O[C@@H]1CO2	6	-1	-1	0.0	11	-1	7	-5
O=C(c1cccc(F)c1)N1CCCCN2[C@H](CO)[C@H](c3ccc(/C=C/c4ccccc4)cc3)[C@H]2C1	-19	1	0	0.2	nt	0	-18	-2
O=C(Cc1ccccc1Cl)Nc1nc2ccccc2[nH]1	9	-2	nt	0.3	-46	21	-15	-1
OCCC1CN(CC#Cc2ccccc2)CCN1Cc1ccccc1F (centres undefined)	3	0	4	0.1	3	7	2	0
O=C(C[n+]1ccccc1)Nc1ccccc1[N+](=O)[O-]	nt	-3	-2	0.0	-2	0	0	6
CCCCn1nc2cc(C(=O)NCc3cc(C(F)(F)F)cc(C(F)(F)F)c3)ccc2c1OCC	6	-2	6	0.1	26	1	15	2
O=C(O)CCC(=O)N1CCC[C@H]1C(=O)O	nt	-1	-3	0.2	0	0	9	-1
CCNC(=O)C1CCCN(C(=O)c2cc(OC)c(OC)c(OC)c2)CC1 (centres undefined)	5	nt	6	0.0	3	-1	-3	-6
Cc1c(NC(=O)C(C)OC(=O)CCC2CCCC2)c(=O)n(-c2ccccc2)n1C (centres undefined)	7	1	-1	0.1	12	-1	-6	1
OC(COc1ccccc1Br)CN1CCNCC1 (centres undefined)	4	2	2	0.0	18	1	2	0
COCC(=O)N(C[C@@H]1N[C@@H](CO)[C@H]1c1ccc(-c2cccnc2)cc1)C(C)C	4	1	1	0.0	9	55	13	1
C[C@@H]1CCCCO[C@@H](CN(C)Cc2ccc(C(=O)O)cc2)[C@@H](C)CN([C@@H](C)CO)C(=O)c2cc(NS(=O)(=O)c3ccccc3)ccc2O1	9	nt	nt	0.2	-38	2	2	nt
Cc1cccc(C(=O)NNC(=O)C2CCN(C(=O)OC(C)(C)C)CC2)c1	-4	-3	-3	0.0	13	0	10	0
CCC(Oc1ccccc1F)C(=O)NCCN1CCOCC1 (centres undefined)	nt	-2	-1	0.1	13	-9	8	0
COc1ccc([N+](=O)[O-])cc1NCc1ccco1	-25	2	1	0.0	15	0	-11	10
C[C@H](CO)N1C[C@H](C)[C@@H](CN(C)C(=O)CN(C)C)Oc2ncc(C#CC3(O)CCCC3)cc2C1=O	3	-2	-2	-0.5	nt	-4	-15	-7

Filtered by structure, those above with a nitro group on carbon
SMILES	PGC1a acetyl inh	SIRT5 block	ERAP1 HTS inh	Xi reactivation	Statin myotox sup	Cneo AK release	LGR2 inh	S100A4 MyoIIA
O=C(Oc1ccc[nH]c1=O)c1cc([N+](=O)[O-])cc([N+](=O)[O-])c1	53*	-2	3	0.0	0	0	-1	-1
O=C(C[n+]1ccccc1)Nc1ccccc1[N+](=O)[O-]	nt	-3	-2	0.0	-2	0	0	6
COc1ccc([N+](=O)[O-])cc1NCc1ccco1	-25	2	1	0.0	15	0	-11	10

More results follow:
SMILES	PGC1a acetyl inh	SIRT5 block	ERAP1 HTS inh	Xi reactivation	Statin myotox sup	Cneo AK release	LGR2 inh	S100A4 MyoIIA
CC(NC(=O)CCc1ccccc1)c1cc2c(cc1Cl)OCCO2 (centres undefined)	-8	-5	8	0.6	-2	2	5	-4
CCCCn1c(N)c(N(CCOC)C(=O)c2ccc(F)c(S(=O)(=O)N3CCOCC3)c2)c(=O)[nH]c1=O	nt	-2	0	-0.1	1	-1	10	1
Cn1c(=O)[nH]c(=O)c2c1nc(N1CCN(CCO)CC1)n2CCSc1nc2ccccc2s1	4	2	8	0.1	-3	3	6	0
NNC(=O)c1csc(COc2cc(Cl)cc(Cl)c2)n1	-4	0	1	0.1	nt	-2	-13	3
CCCC(=O)Nc1ccc2c(c1)OC[C@H](C)N(Cc1ccccc1F)C[C@H](C)[C@@H](OC)CN(C)C2=O	-6	7	-2	0.2	2	8	3	-20
CCOC(=O)c1ccc2c(c1)NC(=O)C(N1CCN(c3ccc(OC)cc3)CC1)S2 (centres undefined)	6	0	1	0.0	nt	-1	-8	?
O=C(C1=C(O)C(=O)N(CCCN2CCOCC2)C1c1ccc(Cl)cc1)c1cc2ccccc2o1 (centres undefined)	nt	2	3	0.0	nt	nt	1	-3
COc1ccc(Cl)cc1NC(=O)CN(C)C(=O)Cn1cnnn1	nt	-6	3	0.1	nt	nt	-2	-7
CC(=O)Nc1nnc(-c2ccccn2)o1	nt	-7	0	0.3	nt	nt	1	6
CCOc1ccc(NC(=O)NNC(=O)c2cc3ccccc3cc2O)cc1	9	-1	-7	0.1	3	-1	-1	3
O=C(COC(=O)c1ccc2c(=O)n3c(nc2c1)CCC3)Nc1ccccc1F	nt	-2	6	0.0	nt	1	-9	1
O=C1/C(=C/c2ccsc2)N2CCC1CC2	9	-3	nt	0.0	nt	-6	9	-4
COc1ccc(NC(=O)N(C)C[C@H]2OCCCC[C@H](C)Oc3ccc(NS(=O)(=O)c4cccs4)cc3C(=O)N([C@H](C)CO)C[C@@H]2C)cc1	-8	1	-6	-0.3	nt	1	2	1
O=C1C(Cl)=C(N2CCOCC2)C(=O)N1c1ccccc1Cl	14	-3	2	nt	-12	-2	-4	4
O=C(CN1CCCN(S(=O)(=O)c2ccc(F)cc2)CC1)Nc1cccc(F)c1	1	-7	1	0.1	16	5	8	-8
Cc1ccn2cc(CCNS(=O)(=O)c3ccc4c(c3)CCCC4)nc2c1	7	2	3	0.1	-14	2	8	0
COc1ccc(NC(=S)NC(C)c2ccncc2)cc1OC (centres undefined)	-6	-4	-1	0.0	4	-2	12	1
O=C(Cc1n[nH]c(=O)c2ccccc12)OCC(=O)c1ccccc1	12	-6	-2	0.1	3	0	-2	0
Nc1nc(-c2ccccc2)c(-c2ccc([N+](=O)[O-])cc2)s1	9	-1	2	0.5	-11	-9	46	-5
O=S(=O)(Nc1ccc(Cl)cc1)c1cccc2nsnc12	6	11	-1	0.1	10	-6	-5	2
CCN(C[C@@H]1N[C@@H](CO)[C@H]1c1ccc(-c2cccc(F)c2)cc1)C(=O)CN(C)C	-21	-4	1	0.3	-99	-7	-1	8
COc1cccc(N(CC(=O)NCCSc2ccccn2)S(=O)(=O)c2ccccc2)c1	-18	1	-2	0.1	4	-2	-16	1
O=C(c1ccco1)N1CCC2CC1c1c(Cl)cccc12 (centres undefined)	-4	-3	9	0.3	0	0	-8	-3
Cc1cc(C)n(C(C)CNS(=O)(=O)c2ccc(Cl)cc2)n1 (centres undefined)	nt	nt	1	0.3	35	0	-6	1
COc1ccc(NC(=O)[C@H](NC(=O)[C@@H]2Cc3ccccc3CN2)c2ccccc2)cc1	-13	1	-4	0.0	1	-1	2	10
O=C(Cc1ccccn1)N1CC(=O)N2[C@@H](CO)[C@H](c3ccc(C#CC4CC4)cc3)[C@@H]2C1	-4	4	-2	0.0	nt	nt	-7	-12
COc1ccccc1S(=O)(=O)N1CC[C@@H]2[C@H]1c1cc(-c3ccc(C#N)cc3)ccc1N(C)[C@H]2CO	4	nt	nt	0.2	-28	-1	-2	nt
O=C(N[C@@H]1CC[C@H](CCNS(=O)(=O)c2ccc(Cl)cc2)O[C@@H]1CO)c1cccnc1	-5	2	0	-0.2	-3	-6	29	-8

Compound activity from PubChem.
